# Eya2 inh – inhibitors of human Eya2 phosphatase activity. recombinant Eya2, OMFP fluorescence dephosphorylation (OMFP is methylfluorescein phosphate). AID 488837. 330,000 compounds, 0.006% hits. Potency, µM (doses to about 76.9 µM), without a hit: at the top dose activity, negative = inhibition, usual class: inhibitors. O00167; note: potency is the fitted concentration of half-maximal effect; % is set by controls: 0 for no effect and ±100 for the full control effect
# Target sequence (O00167 whole entry, looked up): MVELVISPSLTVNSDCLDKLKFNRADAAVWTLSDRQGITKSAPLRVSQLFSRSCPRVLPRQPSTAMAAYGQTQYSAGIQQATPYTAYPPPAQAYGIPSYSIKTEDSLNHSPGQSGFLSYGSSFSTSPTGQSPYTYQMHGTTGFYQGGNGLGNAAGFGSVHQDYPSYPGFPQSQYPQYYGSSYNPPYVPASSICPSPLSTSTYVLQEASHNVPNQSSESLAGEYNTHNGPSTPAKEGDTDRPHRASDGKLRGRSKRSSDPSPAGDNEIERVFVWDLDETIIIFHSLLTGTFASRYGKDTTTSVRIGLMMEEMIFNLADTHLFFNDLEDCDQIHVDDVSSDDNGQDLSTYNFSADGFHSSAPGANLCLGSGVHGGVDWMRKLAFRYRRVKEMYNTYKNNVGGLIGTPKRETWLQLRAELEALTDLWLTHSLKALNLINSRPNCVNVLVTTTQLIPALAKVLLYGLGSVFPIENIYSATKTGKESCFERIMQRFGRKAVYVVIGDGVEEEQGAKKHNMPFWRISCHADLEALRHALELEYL
#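 Eya2 protein (added as 0.2 uM solution) was preincubated with compound for 10 min at ambient temperature in 50 mM HEPES pH 7.5, 50 mM NaCl, 5 uM MgCl2, 0.05% BSA, 1 mM DTT. OMFP (added at 50 uM) then reacted 10 min; fluorescence read at 485/525 nm.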
# TSHR antag – blocks TSH signaling through the human TSH receptor; TSHR-expressing cells, TSH-stimulated cAMP HTRF, 2 h; active compounds read low; activity change, negative = inhibition, % at 11.5 µM; 330,000 compounds, 0.2% hits; AID 504810;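 active = activity change below a set negative limit, meaning inhibition stronger than a set level, cut at about -70% in these data; inconclusive = activity change between two set negative limits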; note: % is set by controls: 0 for no effect and ±100 for the full control effect
#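 Read-out is FRET at 665 nm (cryptate excitation 337 nm) from a cryptate-tagged anti-cAMP antibody, competed by cell cAMP against cAMP-d2. Compounds are tested on freshly harvested TSHR cells challenged with 4nM TSH (EC80) for 2 hours at 37 deg C.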
# ELG1 DNA repair – blocks ELG1-dependent DNA repair in HEK293T cells. Potency, µM (top dose mostly 46.1 µM), for the others: at the top dose activity change, negative = inhibition, most hits filed as inhibitors. 330,000 compounds, 2.3% hits. HEK293T ELG1-luciferase reporter, luminescence, 16 h; DNA damage induced by 5-fluorouridine. AID 504467; note: potency is the fitted concentration of half-maximal effect; % is set by controls: 0 for no effect and ±100 for the full control effect; nearly all actives have a fitted effect of over 55% in size
#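 5-Fluorouridine DNA damage + compound/DMSO, 2,000 cells/well, 16 h, 37 °C/5% CO2. ONE-Glo, 30 min RT, luminescence. Readout = decrease in reporter signal.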
# KCNH2 WT inh – blocks the wildtype human KCNH2 potassium channel. Q12809. U2OS, BacMam KCNH2, thallium flux FluxOr; active compounds read low. activity change, % at 1.84 µM. 340,000 compounds, 0.37% hits;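 active = maximum activity change below -70%; inconclusive = maximum activity change between -70% and -50%; inactive = maximum activity change above -50%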; note: % is set by controls: 0 for no effect and ±100 for the full control effect
#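 U2OS cells were transduced with wild-type KCNH2 virus (2.03 x 10^8 / mL) for 4 h at room temperature, then cultured overnight at 37 C. Thallium flux was read with FluxOr dye. Rate constants were normalized to DMSO controls.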
# TRPV1 ag – agonists of human vanilloid receptor 1 (TRPV1); Q8NER1; AID 540275; activation, % at 8.33 µM; 320,000 compounds, 0.19% hits; TRPV1-expressing cells, Fluo-8 calcium influx, agonist mode; in the data active = activation above about 80%; inconclusive = between about 30% and that limit; note: 0% is about no effect
#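 TRPV1-expressing cells were cultured overnight at 35.5C and loaded with Fluo-8 calcium dye for 40 to 90 min at room temperature. After a 10 s baseline, compound was added and calcium influx was read kinetically for 3 min (ex 480/em 520 nm).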
# USP2a inh – inhibitors of human ubiquitin-specific protease USP2a. Potency, µM (doses to about 38.3 µM), without a hit: top-dose activity change, negative = inhibition, actives largely listed as inhibitors. 330,000 compounds, 0.01% hits. USP2 core, Ub-CHOP2 coupled fluorogenic reporter, 485/531. O75604;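 note: potency is the fitted concentration of half-maximal effect; plate controls were DMSO wells for no effect and full inhibition by NEM control for full effect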
#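 Cell-free coupled assay: 10nM USP2 core preincubated 30min RT with compound in Tris-HCl pH 8.0/CaCl2/CHAPS buffer, then 25nM Ub-CHOP2 and 25nM reporter substrate; fluorescence (Ex 485/Em 531) read after 60min RT, normalized to NEM inhibition, concentration-response curves fitted.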
# Mito fusion yeast – mitochondrial division inhibition or fusion activation; 320,000 compounds, 0.23% hits; S. cerevisiae fusion-defective mutant growth rescue, CellTiterGlo 48 h; Potency, µM (series often up to 46.1 µM), for the others: at the top dose growth rescue (activation), hits mostly activators;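 note: potency is the fitted concentration of half-maximal effect; % of control where 0% means no effect; nearly all actives have a fitted effect of over 45% in size; temperature-sensitive fusion mutants such as fzo1-1 at 37 °C on non-fermentable ethanol glycerol medium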
#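 Growth-rescue viability read-out: after 48 h at the non-permissive 37C in glycerol/ethanol YPEG, yeast mitochondrial fusion mutants are measured by CellTiterGlo luminescence; compounds (23 nl pinned per well) restoring growth score as division inhibitors or fusion activators.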
# TCR act – activates T cell receptor signaling | primary human leukocytes, anti-CD3, IL-2 HTRF, 48 h | Potency, µM (doses to about 9.22 µM), for inactives: top-dose activation of IL-2 secretion, most hits filed as activators | 330,000 tested, under 10 active; note: % of control where 0% means no effect
#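 1) Mix primary human leukocytes, a-CD3 beads and compound. 2) Incubate 48 hr. 3) Add HTRF IL-2 reagents (a-IL-2-K, a-IL-2-d2).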
# AT treatment – candidate therapy for ataxia-telangiectasia. […] A-T fibroblasts, KAP-1 phosphorylation AlphaLISA; neocarzinostatin DNA damage 30 min before lysis. Potency, µM (highest dose often 57.5 µM), for inactives: top-dose activation, most hits filed as activators. 320,000 compounds, 0.19% hits. AID 485349; note: potency is the fitted concentration of half-maximal effect; % of control where 0% means no effect; nearly all actives have a fitted effect of over 45% in size
#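 ATM-like activity read as KAP-1 phosphorylation via AlphaLISA donor/acceptor antibody pairs after lysis and 6 hr at 25C. Cells were ATM-null patient fibroblasts ([…], hTERT), dosed 60 min, then exposed to the DSB inducer NCS for 30 min.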
# KCNH2 3.1 inh – inhibitors of human KCNH2 3.1 potassium channel isoform; U2OS KCNH2 3.1, thallium flux FluxOr; active compounds read low; activity change, % (tested at about 1.8 µM); 340,000 compounds, 0.95% hits; AID 720553;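 active = maximum activity change below -70%; inconclusive = maximum activity change from -70% to -50%; inactive = maximum activity change above -50%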;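 note: thallium influx rate constant from kinetic fluorescence after stimulation buffer; % is set by controls: 0 for no effect and ±100 for the full control effect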
#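 Thallium flux via FluxOr fluorescence (Red40 quencher, 45 min loading) in U2OS cells virally expressing the KCNH2 3.1 isoform (1.77 x 10^8 /mL virus, overnight at 37 C). Rate constants from 2-min kinetic reads post-stimulation, normalised to positive and negative controls.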
# * marks the source's active call; other numbers are inactive results; ? = inconclusive; . = not tested or not shown; [ ] = dose if it differs, or a comment. Unless noted, calls come from the whole dose curve; as a rule, active = well fitted curve in the direction sought with a large enough effect; inconclusive = small, poorly fitted or top-dose-only effect, or another doubt; inactive = no such curve, though single readings can be large; an effect the other way counts as inactive or inconclusive. Not all compounds are listed; the hit share may differ from the screen's.
# Every second line gives: Eya2 inh	TSHR antag	ELG1 DNA repair	KCNH2 WT inh	TRPV1 ag	USP2a inh	Mito fusion yeast	TCR act	AT treatment	KCNH2 3.1 inh
1. COc1ccc2[nH]c(CN3CCC(n4nccc4NC(=O)C4CC4)CC3)c(C)c2c1
    -2%	-8	-5%	?	1	3%	2%	-27%	0%	-76*
2. Oc1oc(-c2ccc(Br)cc2)nc1C=Nc1ccc(Br)cn1
    -15%	21	13%	23	4	10%	12%	-31%	1%	3
3. COc1cc(OC)c(C(=O)Nc2ccc(S(=O)(=O)Nc3ncccn3)cc2)cc1OC
    -28%	23	16%	-37	1	0%	-3%	3%	-1%	7
4. CCOC(=O)c1ccccc1NC(=O)COC(=O)CSCC(=O)Nc1cc(C)on1
    27%	9	-2%	-7	-2	1%	-4%	2%	-6%	9
5. S=c1[nH]nc(CCCc2n[nH]c(=S)o2)o1
    0%	4	?	3	5	4%	3%	-1%	-8%	1
6. O=C(NNC(=S)NCc1ccc(Cl)cc1)c1cccnc1
    -4%	3	-3%	-7	-1	-1%	2%	8%	-4%	-11
7. CCN(C(=O)CSc1nc(-c2ccccc2)cn1N)c1c(N)n(Cc2ccccc2)c(=O)[nH]c1=O
    5%	8	12%	-6	-2	-1%	1%	-3%	-14%	3
8. Cc1cccc(Cn2c(=O)n(Cc3ccco3)c(=O)c3ccccc32)c1
    -33%	-10	-3%	-20	3	0%	12%	-2%	-4%	-19
9. Cc1ccc(C2=NS(=O)(=O)N(C)C(C(=O)Nc3ccc(F)cc3F)=C2)cc1
    -3%	-15	3%	2	9	3%	3%	7%	4%	-3
10. COC(=O)c1ccc(N2C(=O)CC(Sc3n[nH]c(C)n3)C2=O)cc1 (configuration not stated)
    26%	-5	12%	3	-2	-8%	-3%	-30%	-15%	3
11. COc1cc(NC(=O)Cc2ccccc2)nc(OC)n1
    4%	2	0%	2	2	0%	-7%	-3%	5%	-4
12. CCCCN(C(=O)CSc1cc(C)c2ccccc2n1)c1c(N)n(Cc2ccccc2)c(=O)[nH]c1=O
    7%	4	?	-4	-2	3%	-5%	-3%[46.1 µM]	5%	4
13. N#Cc1c(NC(=O)c2cccnc2)sc2c1CCC2
    -3%	-8	?	-31	-1	6%	6%	-16%	-1%	-9
14. CCSc1n[nH]c2nc3c(c(=O)n12)C1(CCCC1)Cc1ccccc1-3
    7%	-19	-1%	3	4	1%	-4%	3%	10%	-4
15. CC(=O)c1c(C)n(C)c2ccc(O)cc12
    5%	4	?	13	-4	1%	-2%	-5%	-2%	0
16. O=C(NCC1COc2ccccc2O1)c1cc(S(=O)(=O)N2CCOCC2)ccc1F (configuration not stated)
    -28%	4	-10%	2	20	2%	6%	12%	3%	44
17. COc1ccc(CN(C)C(=O)c2ccc(Cl)c(S(=O)(=O)NCc3cccnc3)c2)cc1F
    -12%	56	?	3	6	-1%	2%	3%	10%	-16
18. Cc1cccc(NC(=O)C2CC(O)CN2C(=O)OCc2ccccc2)c1 (configuration not stated)
    18%	-2	-14%	-2	1	2%	0%	2%	-1%	-25
19. Cc1cccc(-c2noc(CN(C(=O)C(c3ccccc3)c3ccccc3)C(C)C)n2)c1
    -4%	3	?	-5	26	-8%	-3%	-1%	12%	-19
20. CCn1c(=O)n(CC)c2cc(N3CCCC3)c(NC(=O)c3ccccc3)cc21
    -1%	-10	?	2	12	0%	?	7%	1%	-26
21. CCCc1nnc(SCC(=O)N2CCCCC2C)n1CCCOC (configuration not stated)
    -3%	-7	0%	4	-3	5%	0%	1%	-2%	-2
22. O=C(CSc1ccc2ccccc2n1)c1ccc2c(c1)OCO2
    11%	-7	?	-11	10	1%	19%	-4%	8%	-6
23. COc1ccc(C(CC(=O)O)NC(=O)COc2ccc(C)cc2)cc1OC (configuration not stated)
    18%	1	10%	2	0	3%	-5%	-3%	-8%	7
24. CN(c1ccccc1)S(=O)(=O)c1cccc(C(=O)NCc2ccccc2)c1
    13%	-15	-13%	10	9	4%	16%	.	5%	-16
25. CC(C)(C)c1ccc(COc2ccsc2C(=O)O)cc1
    7%	-5	?	-11	-2	-2%	2%	1%	-1%	2
26. O=S(=O)(c1ccccc1)c1nc(-c2cccc(Cl)c2)oc1N1CCOCC1
    9%	-1	-24%	8	21	1%	-10%	1%	-7%	-18
27. CC(=O)N1CC(=O)N(OCc2ccccc2)C1c1ccc(Cl)cc1Cl (configuration not stated)
    10%	1	26%	-4	3	0%	3%	7%	-1%	9
28. Cc1cc(=O)[nH]c2c(C)c(N)ccc12
    -15%	1	-2%	5	0	0%	0%	-1%	2%	4
29. O=C(c1cc(-c2ccc(Cl)c(Cl)c2)on1)N1CCCC1
    22%	2	?	.	28	-1%	-3%	.	8%	.
30. CN1C(=O)/C(=C/c2cccc(Cl)c2)Sc2ccc(C(=O)NCc3cccnc3)cc21
    1%	-21	?	15	-10	-6%	?	4%	4%	-31
31. CCOC(=O)c1c(C)oc2c1c(C=NCCO)c(O)c1ccccc12
    -4%	5	?	-3	26	-1%	-1%	0%	4%	-5
32. COc1cc(C2Nc3ccccc3C(=O)N2c2ccccc2OC)ccc1O (configuration not stated)
    1%	9	6%	-10	1	2%	-2%	2%	8%	2
33. O=C(NCCN1CCN(c2ccccc2)CC1)Nc1cccc(Br)c1
    ?	-2	?	8	1	-8%	-8%	4%	-4%	-9
34. O=C(NNc1c(Cl)cc(Cl)cc1Cl)C1CCC1
    -9%	10	-10%	0	1	2%	5%	-9%[46.1 µM]	5%	-10
35. CCn1cc(C(=O)N[C@@H](CCSC)C(=O)NCCCO)c(=O)c2cc3c(cc21)OCO3
    4%	-6	12%	2	-2	4%	-1%	1%	-3%	9
36. Cc1cc(O)c(C(C[N+](=O)[O-])c2ccc(Cl)cc2)c(=O)o1 (configuration not stated)
    6%	10	0%	4	0	1%	-4%	-3%	-1%	-1
37. CN(CC(=O)Nc1ccc2c(c1)OCCO2)Cc1nc2ccccc2c(=O)[nH]1
    8%	-8	0%	-4	1	0%	-2%	0%	7%	-18
38. Cc1ccccc1-n1c(=O)n(Cc2ccc(C(=O)O)cc2)c(=O)c2[nH]cnc21
    -20%	-4	0%	0	-2	5%	-3%	-2%	-7%	-4
39. COCCCn1c(SCC(=O)OC2CCCCC2)nnc1-c1ccco1
    7%	18	23%	-13	-3	-4%	1%	-2%	0%	5
40. CCC(C)Nc1nc(N)c([N+](=O)[O-])c(NCCO)n1 (configuration not stated)
    3%	0	0%	-3	4	9%	4%	-4%	?	5
41. O=C(NC1CCCCC1)C1CCCN(c2nnnn2-c2ccccc2)C1 (configuration not stated)
    -1%	-2	-12%	9	0	1%	1%	11%	2%	8
42. Cc1c(Br)ccc(NC(=O)CCN2C(=O)C3C4CCC(C4)C3C2=O)c1C (configuration not stated)
    22%	16	?	1	1	0%	3%	3%	-1%	4
43. O=C(Nc1cccc(-c2nc3ccccc3o2)c1)c1cccnc1
    -9%	-4	?	6	11	2%	6%	7%	1%	9
44. CCOC(=O)c1sc(C(=O)OCC)c(OCCO)c1OCCO
    12%	7	13%	1	1	-3%	1%	9%	5%	7
45. O=C(CCN1C(=O)COc2ccccc21)N1CCN(c2ccccc2)CC1
    4%	-6	0%	-22	-2	-1%	-6%	-4%	4%	1
46. CC(C)C(NC(=O)c1ccc(C(C)(C)C)cc1)C(=O)NCCc1ccccn1 (configuration not stated)
    -2%	17	10%	7	1	2%	-4%	-9%	10%	-1
47. CC(C)=C1Cc2ccccc2C1=O
    6%	1	.	7	0	1%	1%	-5%	-2%	-5
48. COCCCNc1nc(-c2ccncc2)nc2ccccc12
    -11%	8	18µM*	1	2	-1%	-3%	0%	1%	6
49. CC1(C)C[C@H]2C3=CCC4[C@@]5(C)CC[C@H](O)[C@](C)(CO)C5CC[C@@]4(C)[C@]3(C)C[C@H]3O[C@@H]1[C@H](O)[C@]32CO (some centres not stated)
    7%	-14	?	.	-1	2%	2%	-18%	4%	.
50. COc1cc(-c2nc3ccc(C)cn3c2NCc2ccccc2)ccc1SC1CCCCC1
    -4%	-33	?	-3	?	0%	11%	-3%	?	?

# Among those listed so far, these have a nitro group on carbon:
# Every second line gives: Eya2 inh	TSHR antag	ELG1 DNA repair	KCNH2 WT inh	TRPV1 ag	USP2a inh	Mito fusion yeast	TCR act	AT treatment	KCNH2 3.1 inh
36. Cc1cc(O)c(C(C[N+](=O)[O-])c2ccc(Cl)cc2)c(=O)o1 (configuration not stated)
    6%	10	0%	4	0	1%	-4%	-3%	-1%	-1
40. CCC(C)Nc1nc(N)c([N+](=O)[O-])c(NCCO)n1 (configuration not stated)
    3%	0	0%	-3	4	9%	4%	-4%	?	5
